KB-3-1 tox – kills parental KB-3-1 adenocarcinoma cells | KB-3-1 viability, CellTiter-Glo ATP luminescence, 72 h | Potency, µM (titrated, usually from 46.1 µM), for the others: at the top dose activity change, negative = cytotoxic, usual class: cytotoxic | 1.4% of 400,000 active | AID 1347075; also: potency is read from the fitted curve at half-maximal effect; % is scaled to controls: 0 for no effect and ±100 for the full control effect; nearly all actives have a fitted effect of over 60% in size
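Viability of parental KB-3-1 cells, measured by CellTiter-Glo luminescence, followed a 72 h incubation at 37 °C with pinned compounds in phenol-red-free DMEM containing 10% FBS.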
HT1080NT lethal – kills 2HG-producing HT-1080-NT fibrosarcoma cells; HT-1080-NT fibrosarcoma viability, CellTiter-Glo ATP luminescence, 48 h; Potency, µM (highest dose often 46.1 µM), without a hit: at the top dose activity, negative = less viability, most hits filed as cytotoxic; 1.6% of 360,000 active; AID 686970;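 also: NT is the 2HG producing partner of a matched IDH1 knockdown line; potency is read from the fitted curve at half-maximal effect; 0% = DMSO-treated cells and -100% = media-only wells without cells; nearly all actives have a fitted effect of over 55% in size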
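HT-1080-NT; 750 cells/well; 5% FBS RPMI; 48 h compound, 37 degrees C; CellTiter-Glo luminescence; curve fitting and curve-class assignment.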
D3 ag – activates the human D3 dopamine receptor; P35462; D3R DiscoveRx beta-arrestin cells, luminescence, 90 min; max activation, %; 0.58% of 410,000 active; AID 652048; in the data active = max activation above about 30%; also: 0% is about no effect; mostly tested at two doses, the higher about 12 µM
Target sequence (P35462 whole entry, looked up): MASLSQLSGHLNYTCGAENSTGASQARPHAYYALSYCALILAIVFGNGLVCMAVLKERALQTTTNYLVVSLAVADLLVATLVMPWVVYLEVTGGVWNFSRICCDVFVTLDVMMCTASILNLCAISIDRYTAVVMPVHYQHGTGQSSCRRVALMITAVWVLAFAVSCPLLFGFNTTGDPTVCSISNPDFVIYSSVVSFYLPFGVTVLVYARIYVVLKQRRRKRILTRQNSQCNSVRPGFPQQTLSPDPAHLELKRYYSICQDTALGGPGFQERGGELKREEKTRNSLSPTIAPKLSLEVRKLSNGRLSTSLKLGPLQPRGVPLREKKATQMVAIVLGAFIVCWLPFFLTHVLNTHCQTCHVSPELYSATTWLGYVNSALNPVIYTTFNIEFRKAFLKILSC
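Agonist mode: compounds and dopamine controls were applied to plated cells for 90 min at 37 degrees C after an overnight attachment at 1500 cells/well. Luminescent read-out followed 30 - 60 minutes at room temperature with DiscoveRx detection reagent.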
GLP-1R agonist – activates the human GLP-1 receptor; P43220; 0.007% of 380,000 active; HEK293 GLP-1R CRE-luciferase, luminescence, 4-6 h; cells express a hypersensitive GLP-1R form; Potency, µM (doses to about 45.6 µM), without a hit: at the highest dose activation, hits mostly activators; also: potency is read from the fitted curve at half-maximal effect; % of control where 0% means no effect
Target sequence (P43220 whole entry, looked up): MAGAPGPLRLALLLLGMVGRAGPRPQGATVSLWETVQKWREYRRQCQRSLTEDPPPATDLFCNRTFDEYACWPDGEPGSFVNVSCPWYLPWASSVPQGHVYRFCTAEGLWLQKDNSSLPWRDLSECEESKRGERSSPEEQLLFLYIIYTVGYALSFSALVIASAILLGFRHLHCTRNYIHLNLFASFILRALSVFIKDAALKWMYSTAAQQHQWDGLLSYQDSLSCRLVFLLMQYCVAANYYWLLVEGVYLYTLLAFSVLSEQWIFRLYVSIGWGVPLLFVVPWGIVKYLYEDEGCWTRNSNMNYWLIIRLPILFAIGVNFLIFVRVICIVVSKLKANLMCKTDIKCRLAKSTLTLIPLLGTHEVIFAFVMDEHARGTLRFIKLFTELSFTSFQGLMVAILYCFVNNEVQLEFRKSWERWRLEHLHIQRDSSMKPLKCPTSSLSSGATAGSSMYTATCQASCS
HT1080 IDH1KD tx – kills HT-1080 cells with IDH1 knockdown; HT-1080 IDH1 knockdown viability, ATP luminescence, 48 h; Potency, µM (titrated, usually from 46.1 µM), without a hit: at the top dose activity, negative = toxicity, actives largely listed as cytotoxic; 2% of 360,000 active; AID 686971;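 also: potency is read from the fitted curve at half-maximal effect; 0% = DMSO wells and -100% = cell-free medium wells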
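IDH1KD HT-1080 cells, 750/well, RPMI + 5% FBS; compound pinned after 2 h settling; 48 h, 37 °C; CellTiter-Glo luminescence; % activity normalised to DMSO and no-cell wells; curves fitted, classed by r2 and efficacy.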
D3 antag – D3 dopamine receptor (human) antagonism. P35462. D3R cells, DiscoveRx beta-arrestin luminescence, antagonist mode; hits give low values. max response, negative = inhibition, %. 2.5% of 360,000 active; in the data active = max response below about -50%; inconclusive = no clear call, values can overlap the other calls; also: % is scaled to controls: 0 for no effect and ±100 for the full control effect; mostly tested at two doses, the higher about 12 µM
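Cells plated overnight at 1500 cells/well, then exposed to library compounds with dopamine controls for 90 minutes at 37 degrees C. DiscoveRx reagent added for 30–60 minutes at room temperature; luminescence read, quantitative HTS format.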
SW480 rereplic – DNA re-replication induction in SW480 cells | SW480 DNA re-replication, Hoechst DNA content imaging, 48 h | Potency, µM (series often up to 46.1 µM), without a hit: at the top dose re-replication activation, usual class: activators | 1.8% of 340,000 active | AID 624297; also: potency is read from the fitted curve at half-maximal effect; % of control where 0% means no effect; nearly all actives have a fitted effect of over 55% in size
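Image-based read-out: total Hoechst fluorescence of nuclei (405 nm excitation, 500-530 nm emission), with hits raising the fraction of high-intensity nuclei. SW480 colon cells incubated 48 hr with compounds at 37 C.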
KB-V1 cytotox – kills drug-selected multidrug resistant KB-V1 cells; Potency, µM (series often up to 46.1 µM), inactives show top-dose activity change, negative = cytotoxicity, actives largely listed as cytotoxic; KB-V1 MDR cells viability, CellTiter-Glo, 72 h; 3.4% of 400,000 active; also: potency is read from the fitted curve at half-maximal effect; % is scaled to controls: 0 for no effect and ±100 for the full control effect; nearly all actives have a fitted effect of over 60% in size
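Potencies derive from concentration-effect curves fitted to normalized luminescence (CellTiter-Glo) of KB-V1 cells treated for 72 h at 37 degrees C in phenol-red-free DMEM containing 10% FBS.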
IL-1B inflam inh – inflammasome signaling inhibition, IL-1 beta readout | THP-1 LPS/ATP IL-1B secretion, AlphaLISA, 16 h; hits give low values | activity change, % at 57.5 µM | 4.7% of 360,000 active | AID 743279; in the data active = activity change below about -50%; inconclusive = mostly about -30% to -49%; also: % is scaled to controls: 0 for no effect and ±100 for the full control effect
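Secreted IL-1B measured by AlphaLISA bead assay after 16 h compound exposure of THP-1 cells; compounds (final up to 57.5 uM) added 1 h before LPS (250 ng/mL) and ATP (1.25 mM) stimulation; lower signal means less secretion.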
* = called active by the depositor; ? = inconclusive; / = no result given; & = joins results of further samples; [ ] = another dose, or the depositor's remark. Unless noted, calls follow the shape of the dose curve; as a rule, active = well fitted curve in the direction sought with a large enough effect; inconclusive = small, poorly fitted or top-dose-only effect, or another doubt; inactive = no such curve, though single readings can be large; an effect the other way counts as inactive or inconclusive.

Molecule	KB-3-1 tox	HT1080 IDH1KD tx	KB-V1 cytotox	SW480 rereplic	D3 ag	D3 antag	IL-1B inflam inh	GLP-1R agonist	HT1080NT lethal
CC(NC(=O)CCSc1nc(-c2ccco2)cc(C(F)(F)F)n1)c1ccccc1 (stereo not drawn)	5%	-17%	?	0%	12	19	-30	8%	-1%
CCOC(=O)Cc1csc(NC(=O)c2c(O)c3c(n(CC(C)C)c2=O)CCCC3)n1	?	11%	0%	8%	11	16	-1	14%	?
Cc1ccc(NC(=O)[C@H](C)NC(=O)C2CCN(C(=O)[C@@H](NC(=O)OC(C)(C)C)C(C)C)CC2)cc1	?	0%	-10%	3%	4	-11	-2	0%	2%
Cc1ccc(-n2nc3c(N4CCC(C(=O)NCc5ccc(C)o5)CC4)nnc(C)c3c2C)cc1	?	18µM*	9%	20%	-10	-18	-1	6%	21µM*
CCn1cc(/C=N\NC(=O)c2ccc(F)cc2)cn1	-1%	-6%	-9%	64%	-9	20	11	5%	-1%
CCOC(=O)N1CCN(C(=O)Cn2nc(C)n3nc(-c4ccccc4)cc3c2=O)CC1	3%	11%	-16%	-9%	8	-5	0	7%	0%
Clc1cccc(Cc2c(C3CCCCC3)nc3ccc(Br)cn23)c1	-14%	?	-8%	/	-5	0	20	8%	?
CCCn1c(Cc2ccccc2)nnc1SCC(=O)N1CCOCC1	8%	14%	-3%	-15%	4	9	23	-3%	25%

Brought forward from above: two compounds, then new ones.
Molecule	KB-3-1 tox	HT1080 IDH1KD tx	KB-V1 cytotox	SW480 rereplic	D3 ag	D3 antag	IL-1B inflam inh	GLP-1R agonist	HT1080NT lethal
Clc1cccc(Cc2c(C3CCCCC3)nc3ccc(Br)cn23)c1	-14%	?	-8%	/	-5	0	20	8%	?
CCCn1c(Cc2ccccc2)nnc1SCC(=O)N1CCOCC1	8%	14%	-3%	-15%	4	9	23	-3%	25%
OC1CCCN(c2c3c(nc4cc(-c5cccc(Cl)c5)nn24)CCC3)C1 (stereo not drawn)	3%	-18%	16µM*	6%	-10	-24	-102*	17%	?
COc1cccc(N2CCN(C(=O)c3cc(-c4ccccc4)nc4c3cnn4C(C)C)CC2)c1	?	-15%	-3%	?	5	7	?	-5%	2%
CC1(C(=O)Nc2cnc3ccccc3c2)CCN1Cc1ccc2ccccc2c1 (stereo not drawn)	0%	?	-1%	/	9	42	-11	5%	?
CCOC(=O)C1=C(c2ccccc2)Nc2ncnn2C1c1cc(OC)ccc1OC (stereo not drawn)	-17%	2%	-6%	-8%	1	16	4	0%	-2%
O=C(CN1CCOCC1)Nc1ccc2c(c1)OC(F)(F)O2	9%	6%	3%	-2%	3	4	-4	6%	4%
COc1cccc(CSc2nnc(-c3ccncc3)n2C)c1	23%	2%	0%	-8%	0	15	-3	8%	10%
Cc1ccc(F)c(CNC(=O)C2CCC(=O)N(Cc3ccccn3)C2)c1F (stereo not drawn)	16%	5%	?	-6%	2	-8	13	-1%	-1%
CCN(CC)CCSc1nnc2c3cc(F)ccc3n(Cc3ccccc3)c2n1	-22%	?	2%	?	-20	?	-64*	17%	-9%

The final seven entries of the part above open the next one:
Molecule	KB-3-1 tox	HT1080 IDH1KD tx	KB-V1 cytotox	SW480 rereplic	D3 ag	D3 antag	IL-1B inflam inh	GLP-1R agonist	HT1080NT lethal
COc1cccc(N2CCN(C(=O)c3cc(-c4ccccc4)nc4c3cnn4C(C)C)CC2)c1	?	-15%	-3%	?	5	7	?	-5%	2%
CC1(C(=O)Nc2cnc3ccccc3c2)CCN1Cc1ccc2ccccc2c1 (stereo not drawn)	0%	?	-1%	/	9	42	-11	5%	?
CCOC(=O)C1=C(c2ccccc2)Nc2ncnn2C1c1cc(OC)ccc1OC (stereo not drawn)	-17%	2%	-6%	-8%	1	16	4	0%	-2%
O=C(CN1CCOCC1)Nc1ccc2c(c1)OC(F)(F)O2	9%	6%	3%	-2%	3	4	-4	6%	4%
COc1cccc(CSc2nnc(-c3ccncc3)n2C)c1	23%	2%	0%	-8%	0	15	-3	8%	10%
Cc1ccc(F)c(CNC(=O)C2CCC(=O)N(Cc3ccccn3)C2)c1F (stereo not drawn)	16%	5%	?	-6%	2	-8	13	-1%	-1%
CCN(CC)CCSc1nnc2c3cc(F)ccc3n(Cc3ccccc3)c2n1	-22%	?	2%	?	-20	?	-64*	17%	-9%
Cc1cc(=O)oc2c(CN3CCN(C)CC3)c(O)c(Cl)cc12	11%	7%	7%	0%[9.22 µM]	-1	-21	1	-7%	-1%
CC(NCCc1ccc(S(N)(=O)=O)cc1)C(=O)NCCc1ccc(F)cc1 (stereo not drawn)	-3%	0%	-7%	-7%	-12	-19	0	0%	0%
COCCNC(=O)C1(C)CCN(Cc2csc(-c3ccc(Cl)cc3)n2)C1 (stereo not drawn)	-8%	3%	?	/	-15	-103*	-15	-6%	-12%
COc1ccc(/C=N/n2c(C)nc3ccccc3c2=O)cc1	1%	17%	2%	-6%	5	-5	1	9%	23%
COc1ccc(N2CCCC2=O)cc1S(=O)(=O)N1CCOCC1	0%	5%	10%	/	-5	-8	1	-2%	14%
CCC(=O)Nc1ccc(NC(=O)c2ccc3c(c2)OCO3)cc1	-6%	-17%	-6%	1%	-10	?	-16	2%	-19%
COc1ccc(OC)c(S(=O)(=O)NCCS(=O)(=O)N2CCN(c3ccccc3)CC2)c1	1%&-10%	0%	?	0%	2&-18	19	1	0%&1%	-3%
CCOC(=O)c1cccc(NC2c3ccccc3C(=O)N2Cc2ccco2)c1 (stereo not drawn)	?	-11%	-6%	5%	1	-10	0	8%	-12%
O=C(CSc1nnc(CNc2ccc(F)cc2)n1-c1ccccc1)N1CCOCC1	-4%	2%	-8%	-7%	-1	-24	16	-3%	2%
c1ccc(-n2nnc3cnccc32)cc1	?	0%	0%	-5%	-4	0	?	-4%	-2%
Cc1ccc(SCCC(=O)NCC2CCCO2)cc1 (stereo not drawn)	-5%	-1%	0%	0%	2	2	11	4%	-2%
Cc1ccc(Cl)cc1NC(=O)C1CCCN(S(C)(=O)=O)C1 (stereo not drawn)	2%	1%	20%	-1%	2	1	31	3%	2%
Cn1c(=O)c2nc3ccccc3nc2n(C)c1=O	-10%	-4%	0%	-55%[inhibitor]	-5	-16	31	-3%	0%
O=C(c1ccco1)N1CCN(C2CN(Cc3ccc(F)cc3)S(=O)(=O)C2)CC1 (stereo not drawn)	0%	12%	10%	/	-7	0	-8	-7%	20%
O=C(NCCCNC(=O)c1cccnc1)c1ccc(Cl)cc1	17%	14%	-6%	0%	0	6	11	2%	12%
COc1ccc(N2CCN(C(=O)CCCC(=O)c3ccccc3)CC2)cc1	-19%	7%	-42%	6%	2	4	0	-6%	3%
Cc1cc(C)nc(NC(=O)CSc2nn(C)c(=S)s2)n1	0%	12%	16%	-2%	-3	10	-20	-3%	0%
CN1CCC(N2CCN(C3CN(Cc4ccc(F)cc4)S(=O)(=O)C3)CC2)CC1 (stereo not drawn)	0%	11%	11%	/	-13	0	0	4%	3%
Cc1cc(=O)n2nc(N3CCCC(C(=O)NCc4ccco4)C3)sc2n1 (stereo not drawn)	-4%	18%	13%	-3%	-5	5	-5	-2%	10%
CC1CCCN(S(=O)(=O)c2ccc(C(=O)Nc3nnc(-c4ccccc4Cl)o3)cc2)C1 (stereo not drawn)	7.3µM*	?	?	?	4	20	17	-16%	-8%
COc1cc(CNc2nc3c(C)cc(C)cc3s2)ccc1O	-4%	-30%	?	-1%	4	1	-17	11%	?
CC(C)(C)C(=O)NC(=S)Nc1cc(C(F)(F)F)ccc1N1CCOCC1	-8%	-14%	?	?	-8	-6	-13	12%	-12%
CCC1SC(CC)C(=O)N(CC(=O)Nc2ccc3c(c2)OCO3)C1=O (stereo not drawn)	0%	13%	20%	4%	0	3	6	7%	6%
O=C(CN1CCN(S(=O)(=O)c2ccc3c(c2)OCCO3)CC1)Nc1cccc(F)c1	-1%	-13%	-20%	?	-8	8	-17	14%	-14%

Single values from the list:
Cc1ccc(SCCC(=O)NCC2CCCO2)cc1 (stereo not drawn) in HT1080NT lethal = -2%
CCOC(=O)C1=C(c2ccccc2)Nc2ncnn2C1c1cc(OC)ccc1OC (stereo not drawn) in KB-3-1 tox = -17%

More structures.
Molecule	KB-3-1 tox	HT1080 IDH1KD tx	KB-V1 cytotox	SW480 rereplic	D3 ag	D3 antag	IL-1B inflam inh	GLP-1R agonist	HT1080NT lethal
CC(Oc1cccc(Cl)c1)C(=O)Nc1cc(=O)n(C)c(=O)n1C (stereo not drawn)	19%	-28%	?	0%	15	7	-2	6%	9%
O=C1CC[C@@H](C(=O)N2CSC[C@H]2C(=O)O)N1	0%	14%	17%	8%&2%	5&-19	7	13	4%&10%	?
COc1cccc(CNC(=O)CN2CCCN(Cc3ccccc3)S2(=O)=O)c1	0%	/	2%	/	4	/	/	0%	/
CCCn1nc(NC(=O)COC)c2cc3cc(C)ccc3nc21	0%	-3%	-7%	0%	-13	1	-30	-5%	0%
COc1ccccc1C(=O)NCCC(=O)NCc1cccs1	-4%	4%	0%	20%	-4	-12	-7	2%	4%
COc1ccc(/C=N\NC(=O)c2cc3c(ccc4ccccc43)o2)cc1O	?	4.6µM*	-27%	?	-12	25	-5	4%	?
C/[N+]([O-])=C\C1C(=O)CCCC1=O	-1%	-5%	6%	?	-7	5	0	1%	5%
N#Cc1cc(O)c(-n2nnc3ccccc32)cc1C#N	-8%	-8%	-5%	-12%	3	-3	34	0%	2%
CCCCS(=O)CC(COCc1ccccc1)OC(=O)CSc1nc(C)cc(C)n1 (stereo not drawn)	11%	18%	0%	2%	3	15	15	15%	9%
